# High-throughput results (PubChem BioAssay)
# Hsp70 activator: Hsp70 transcriptional activators, primary screen, cell-based, HeLa, Hsp70 promoter luciferase, luminescence, 10 µM | HeLa Hsp70 promoter luciferase reporter; scaled: vehicle 0, proteasome-inhibitor control 100% | hit rate 0.04% among 200,000 | activation, % at 10 µM;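 active means activation above the mean across all tested compounds plus 3 SD, cutoff set per campaign, cut at about 5.5% in these data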;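 further: 100% = MG132 at 30 µM as the positive control and 0% = DMSO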
# STAT3 activator: IL-6 driven STAT3 reporter potentiators, primary screen, U3A cells, luciferase, luminescence, MLSCN library | IL-6 STAT3-luciferase reporter; 100% = signal with IL-6 EC80 alone | activation (% of control), % at 5.6 µM | hit rate 0.91% among 190,000 | AID 871, 2007;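 active means activation above the screen-wide mean of compound activation plus 3 SD, cut at about 130% in these data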;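 further: 0% = background luminescence of wells with medium and substrate only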
#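 Test system: human U3A cells carrying STAT3-luciferase construct; control set: IL-6-only wells as 100% reference; timing: compound pre-incubation 1 h before IL-6, then 6 h stimulation at 37 °C; also added: IL-6 stimulus at 33 ng/mL final; evaluation: % activation versus median of IL-6-stimulated wells; detection: reporter luminescence signal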
# APP 5'UTR act: activators of APP 5'UTR luciferase reporter, primary screen, SH-SY5Y cells | hit rate 1% among 190,000 | AID 1276, 2008 | SH-SY5Y APP 5'UTR luciferase reporter, luminescence; zero percent = DMSO vehicle wells | activation, % at 2 µM;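 active means activation above a set limit, based on mean plus 3 SD of controls, cut at about 140% in these data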; further: values of inactives mirror those of a sister screen read the other way
# STAT3 blocker: IL-6 driven STAT3 reporter inhibitors, primary screen, U3A cells, luciferase, luminescence, MLSCN library | inhibition, % at 5.5 µM | hit rate 0.89% among 190,000 | IL-6 STAT3-luciferase reporter; host cell line lacks STAT1;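 active means inhibition above the mean inhibition across all screened compounds plus 3 SD, cut at about 44% in these data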;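 further: 0% = DMSO only wells and 100% = 100 µM nifuroxazide control wells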
# STAT1 blocker: STAT1 signaling inhibitors, primary screen, cell-based, HTS, luciferase reporter | NIH 3T3 STAT1-luciferase reporter, IFN-gamma, luminescence | inhibition, % at 5.5 µM | hit rate 0.35% among 200,000 | AID 920, 2007;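 active means inhibition above a set limit, the mean inhibition across all tested compounds plus 3 SD, cut at about 34% in these data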;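 further: 0% = IFN-gamma with DMSO and 100% = IFN-gamma with 300 µM nifuroxazide; values of inactives mirror those of a sister screen read the other way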
# RAM inhibit: inhibitors of the yeast RAM network, primary screen, dse1pr::URA3 reporter, 5-FOA selection; hit rate 1.8% among 190,000; AID 868, 2007; S. cerevisiae dse1pr::URA3 reporter, 5-FOA growth OD615, 2 d; analog-sensitive cbk1-as2 kinase mutant strain; inhibition, % at 50 µM;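 active means inhibition above a set limit, 3 SD over mean compound inhibition, cut at about 8.4% in these data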;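 further: 0% = DMSO-only wells with no growth and 100% = 10 µM 1-NA-PP1 full growth; inhibition rescues growth on 5-FOA so higher OD means more RAM inhibition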
# FLuc inhib CS: firefly luciferase enzyme inhibitors, primary screen, artefact control for luciferase-based inhibitor screens, biochemical, luminescence, ATPLite; Luciferin 4-monooxygenase (Photinus pyralis), P08659; 10 min; inhibition, % at 10 µM; hit rate 1.5% among 200,000;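 active means inhibition above about 50% when tested at 10 µM, limit read from the data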
# Target sequence (P08659 whole entry, looked up): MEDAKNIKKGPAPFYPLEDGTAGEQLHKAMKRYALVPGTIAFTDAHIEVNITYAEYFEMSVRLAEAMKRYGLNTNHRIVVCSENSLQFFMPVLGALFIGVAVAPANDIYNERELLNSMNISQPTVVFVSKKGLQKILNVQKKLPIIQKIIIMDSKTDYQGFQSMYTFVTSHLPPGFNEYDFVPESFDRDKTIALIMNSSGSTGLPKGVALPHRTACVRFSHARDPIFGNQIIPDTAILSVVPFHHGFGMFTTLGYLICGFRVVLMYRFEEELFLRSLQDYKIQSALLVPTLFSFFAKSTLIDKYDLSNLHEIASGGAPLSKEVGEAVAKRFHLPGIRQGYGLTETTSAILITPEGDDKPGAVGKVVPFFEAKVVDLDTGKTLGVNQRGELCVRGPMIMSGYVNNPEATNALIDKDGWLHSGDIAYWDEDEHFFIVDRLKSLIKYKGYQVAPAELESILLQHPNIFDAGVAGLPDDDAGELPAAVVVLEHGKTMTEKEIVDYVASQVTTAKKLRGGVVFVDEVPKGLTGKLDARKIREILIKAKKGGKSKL
# NF-kB neuron act: activators of NF-kB expression in neurons, primary screen, cell-based, HTS. fold change at 12.5 µM. human neuronal cells, NF-kB reporter expression; hits give high values. AID 1239, 2008. hit rate 1.6% among 190,000; in the data active means fold change above about 3.3
# STAT1 act: STAT1 signaling activators, primary screen, cell-based, HTS, luciferase reporter; NIH 3T3 STAT1-luciferase reporter, IFN-gamma, luminescence; 100% = IFN-gamma alone, no compound; activation (% of control), % at 5.5 µM; hit rate 2.6% among 200,000;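 active means activation above the screen-wide mean activation plus 3 SD, cut at about 130% in these data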;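 further: raw ratio to IFN-gamma control signal so 100% means no change and 0% no light; values of inactives mirror those of a sister screen read the other way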
# APP 5UTR inh: inhibitors of APP translation via 5'UTR reporter, primary screen, APP 5'UTR luciferase, SH-SY5Y cells; SH-SY5Y APP 5'UTR-luciferase reporter, luminescence; inhibition, % at 2 µM; hit rate 0.82% among 190,000; AID 1285, 2008;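 active means inhibition above a set limit, derived from the sample mean plus 3 SD, cut at about 45% in these data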; further: values of inactives mirror those of a sister screen read the other way
# Starred values were filed as active, the others as inactive; . = not tested or not shown.
SMILES,Hsp70 activator,STAT3 activator,APP 5'UTR act,STAT3 blocker,STAT1 blocker,RAM inhibit,FLuc inhib CS,NF-kB neuron act,STAT1 act,APP 5UTR inh
C=CCNC(=O)/C(=C/c1ccco1)NC(=O)c1ccc(Br)o1,-0.5,101.1,-1.6,5.8,4.3,1.5,-1.5,1,96.2,1.6
Cn1c(SCCN2CCCCC2)nnc1-c1ccccc1Br,-0.2,104.4,4.9,-1.0,4.9,-1.0,-0.3,0.95,95.5,-4.9
Clc1cccc(-c2nc(-c3ccccn3)no2)c1,-0.6,33.2,97.1,80.6*,53.9*,0.9,93.0*,1.55,62.7,-97.1
Cc1cc(NC(=O)C23CCC(C)(c4nc5cc(Cl)c(Cl)cc5nc42)C3(C)C)no1 (configuration not stated),0.4,108.6,-4.5,-6.4,2.3,.,.,.,97.9,4.5
N#C/C(=C(/O)COC(=O)CSc1ccc(Cl)cc1)c1nc2ccccc2[nH]1,0.3,96.8,1.4,6.1,14.4,3.9,-2.8,3.93*,87.1,-1.3
Cc1ccc(-c2[nH]c(=S)[nH]c(=O)c2C#N)cc1,-0.2,103.3,-5.9,2.4,8.0,1.4,-6.9,.,93.0,5.9
CSc1cccc(NC(=O)C2CCN(S(=O)(=O)c3ccc(F)cc3)CC2)c1,-0.2,93.4,0.2,11.2,13.0,0.6,0.0,0.32,88.0,-0.2
O=C(NC(NC(=S)Nc1c(Cl)cccc1Cl)C(Cl)(Cl)Cl)c1cccc([N+](=O)[O-])c1 (configuration not stated),-0.3,102.6,5.6,-0.4,0.0,3.3,-1.5,1.18,100.0,-5.6
Cc1ccc(OCC(=O)Nc2ccccc2Sc2ccccc2)c([N+](=O)[O-])n1,-0.4,101.4,-7.7,-4.0,0.9,1.6,-5.7,0.92,99.2,7.7
O=C(NCc1nc2ccccc2[nH]1)C1=C[C@H](c2ccc3c(c2)OCO3)C[C@H](OCc2ccc(CO)cc2)O1,-0.4,.,8.8,.,-2.1,1.9,-4.3,0.79,103.4,-8.8

# Structural class, the compounds so far containing bromine.
SMILES,Hsp70 activator,STAT3 activator,APP 5'UTR act,STAT3 blocker,STAT1 blocker,RAM inhibit,FLuc inhib CS,NF-kB neuron act,STAT1 act,APP 5UTR inh
C=CCNC(=O)/C(=C/c1ccco1)NC(=O)c1ccc(Br)o1,-0.5,101.1,-1.6,5.8,4.3,1.5,-1.5,1,96.2,1.6
Cn1c(SCCN2CCCCC2)nnc1-c1ccccc1Br,-0.2,104.4,4.9,-1.0,4.9,-1.0,-0.3,0.95,95.5,-4.9

# Next part
SMILES,Hsp70 activator,STAT3 activator,APP 5'UTR act,STAT3 blocker,STAT1 blocker,RAM inhibit,FLuc inhib CS,NF-kB neuron act,STAT1 act,APP 5UTR inh
Cc1occc1-c1nnc(SCCNCCO)o1,-0.2,107.2,2.1,-2.3,-0.7,-0.5,-9.1,1.1,100.3,-2.1
CCn1c(COc2ccccc2)nnc1SCC(=O)CC(=O)Nc1ccccc1OC,-0.1,116.4,19.9,-9.8,-1.3,4.3,2.2,0.93,101.2,-19.9
CCOc1ccc(-c2nc(N)ncc2-c2ccccc2)c(O)c1,0.6,102.6,4.8,1.0,-6.7,4.7,-4.9,0.82,106.2,-4.8
Cc1ccc(-n2c(N)c(C#N)c(-c3ccccc3)c(C#N)c2=O)cc1,-0.3,112.2,10.6,-16.6,-9.8,0.5,-3.5,0.99,109.0,-10.6
O=C(CC1OC(=O)c2ccccc21)c1ccco1 (configuration not stated),-0.1,110.0,-10.8,-6.8,28.3,-0.1,-2.9,1.01,74.3,10.8
CCCCNc1cc(C)oc(=O)c1C(C)=O,0.4,102.5,-2.4,1.1,3.9,-1.2,4.2,1.03,96.4,2.4
O=C1C2C3C=CC(C3)C2C(=O)N1CCN1CCN(S(=O)(=O)/C=C/c2ccccc2)CC1 (configuration not stated),-0.1,98.4,6.7,6.4,8.6,0.3,-2.8,1.16,90.9,-6.7
CCOc1ccc(S(=O)(=O)NCc2ccccc2)cc1C(N)=O,-0.1,87.8,-4.1,22.0,17.2,1.3,-5.3,0.85,84.3,4.1
CC(C)(C)c1ccc(C(=O)N/N=C2\C3CN4CCN(C3)CC2(c2ccccc2)C4)cc1,-0.2,102.3,24.6,0.9,0.1,0.1,-6.5,0.81,99.9,-24.6
COc1ccccc1-c1nnc(NC(=O)c2ccccc2F)o1,-0.2,106.1,3.5,1.9,-9.6,-0.6,4.3,1.15,108.7,-3.5
Clc1ccc(Sc2cc(Cl)c(-c3ccccc3)nn2)cc1,-0.1,142.4*,-10.2,-52.4,2.5,5.4,-0.1,0.88,97.8,10.2
COc1cc(Cl)c(C)cc1NC(=O)c1ccc(NS(=O)(=O)c2ccc(F)c(F)c2)cc1,-0.3,91.9,11.9,14.4,1.5,2.8,-3.9,0.95,96.0,-11.9
CC1CCN(S(=O)(=O)c2ccc(C(=O)NCc3ccc4c(c3)OCO4)cc2)CC1,-0.5,95.9,-5.2,2.0,-1.6,1.2,-4.5,0.88,101.5,5.2
CN1CCN(NC(=O)c2ccccc2F)CC1,-0.1,99.8,-10.7,1.8,-2.6,0.4,-8.3,0.89,102.3,10.7
COc1ccc(C(=O)c2oc3ccccc3c2N)cc1,0.2,131.0,31.2,-32.9,-21.9,-0.6,3.5,2.09,120.3,-31.2
CCOc1ccc(C(=O)NC(=S)N(Cc2ccccc2)Cc2ccccc2)cc1,-0.3,94.8,-2.1,17.1,2.2,8.6*,-4.9,0.64,98.0,2.1
CNCCCC1c2ccccc2C=Cc2ccccc21,-0.3,98.9,-4.2,3.6,6.5,3.6,-3.8,0.89,94.1,4.2
Cc1cc(C)c(Cn2c(=O)n(CCCC(=O)NCc3ccco3)c(=O)c3ccccc32)c(C)c1,-0.2,108.9,2.1,-8.1,-2.7,.,.,.,102.5,-2.1
O=C(c1cc2ccccc2oc1=O)N1CCCC1,0.3,98.3,7.8,5.2,1.0,0.3,-7.1,0.91,99.1,-7.8
O=C(/C=C/c1cccc(Br)c1)N1CCN(c2cccc(C(F)(F)F)c2)CC1,0.0,97.0,1.5,3.8,10.0,16.1*,-5.2,1.16,91.2,-1.5
COc1cc(/C=N/N2C(=O)C3C4c5ccccc5C(c5ccccc54)C3C2=O)ccc1O (configuration not stated),-0.5,103.5,2.4,-9.5,5.9,1.6,-0.7,1.12,94.7,-2.4
COc1ccccc1OCC(=O)NNC(=O)c1ccoc1C,-0.2,104.9,2.3,-1.7,-1.7,1.6,1.5,1.24,101.5,-2.3
COc1cccc(CSc2nc3sc(C)c(C)c3c(=O)n2Cc2ccco2)c1,-0.4,97.3,-1.8,10.6,-1.1,15.6*,-9.5,1.29,101.0,1.8
CC(C)Cn1c(C(C)NC(=O)Cc2ccccc2)nc2ccccc21 (configuration not stated),-0.3,93.8,-7.4,12.6,-17.6,1.9,-4.9,0.91,115.8,7.4
COc1ccc(CCc2nnc(CCC(=O)NCc3ccc4ncccc4c3)o2)cc1,-0.3,103.0,-2.3,1.8,-14.5,-1.1,-5.0,1.38,112.1,2.3
CCn1c(SCC(=O)NCCc2ccccc2)nnc1C(C)C,0.0,104.1,14.8,-1.3,-5.1,-1.1,-9.3,1.05,103.6,-14.8
Cc1nn(C)c(Oc2ccc(Cl)cc2)c1C(=O)Nc1ccc(F)cc1F,0.1,90.3,8.5,17.4,7.2,4.6,-3.9,0.82,93.5,-8.5
COc1ccc(Nc2nnc(SCC(=O)N3CCCC3)s2)cc1,-0.3,95.0,11.4,6.1,-0.6,-0.1,16.9,1.53,100.5,-11.4
Cc1nnc(NC(=O)COc2ccccc2)s1,-0.3,94.3,15.8,12.1,-2.2,3.3,-2.8,1.49,102.0,-15.8
COc1ccc(C(=O)NC(=O)Nc2cc(C)ccn2)cc1,-0.3,16.6,159.3*,96.8*,39.5*,1.6,92.3*,1.86,64.2,-159.3
Cc1cccc(OC(=O)n2c(=S)oc3cc(Cl)ccc32)c1,-0.4,92.3,19.7,13.6,13.6,-2.2,-4.2,1.15,87.7,-19.7
COc1ccc(OCC2CCCN(Cc3nc(CC4CC4)no3)C2)cc1 (configuration not stated),-0.3,99.4,-16.5,2.9,-9.2,-0.8,-2.6,1.12,106.7,16.5
Cc1cc2nccc(-c3ccc(Cl)c([N+](=O)[O-])c3)n2n1,-0.2,95.6,9.0,13.2,2.3,2.1,-5.8,1.19,98.0,-9.0
COc1cc(-c2[nH]ncc2CN(C)Cc2cc(C)[nH]n2)cc(OC)c1OC,-0.2,98.2,4.5,5.5,5.1,0.7,0.0,1.1,93.3,-4.5
COc1ccccc1CNC(=O)C1CCN(S(C)(=O)=O)CC1,-0.2,98.4,-13.0,4.9,2.5,1.3,-0.8,0.89,96.8,13.0
CCOc1ccc(NS(=O)(=O)c2ccc(OC)c(NC(=O)c3ccc4c(c3)OCCO4)c2)cc1,-0.2,97.2,-6.2,4.7,-1.0,1.4,-2.0,0.93,100.5,6.2
CC(C)OCCCNC(=O)C1CCN(S(=O)(=O)N2CCCCC2)CC1,-0.3,105.1,17.8,1.6,-0.5,0.7,-3.9,0.97,100.5,-17.8
N#CC(C(=O)NCc1ccccc1)c1nc2ccccc2nc1N1CCCC1 (configuration not stated),-0.2,110.0,-8.2,-6.9,3.0,2.6,-2.1,0.67,97.2,8.2
CCS(=O)(=O)C1=NN2C(=N)/C(=C\c3ccc(SCc4ccco4)o3)C(=O)N=C2S1,0.0,102.9,7.2,6.1,-8.2,10.9*,1.8,1.45,107.8,-7.2
COc1ccccc1[C@@H]1C(c2cccc(Cl)c2)=NN(c2ccc(Br)cc2)[C@H]1C(=O)N1CCOC1=O,-0.1,104.6,-7.1,-8.4,-2.3,2.7,0.0,1.48,102.1,7.1
COc1ccc(S(=O)(=O)NC(C)(C)C)cc1-c1nnc2c3ccccc3c(C)nn12,-0.2,101.0,-11.9,4.8,17.6,0.2,-7.8,0.92,83.7,11.9
COC(=O)Cc1cc(=O)n(-c2ccccc2)[nH]1,0.3,108.2,10.6,-7.3,-2.6,1.8,-4.2,1.21,102.4,-10.6
CC(c1ccccc1)N(CC(=O)NC1CCCCC1)S(=O)(=O)c1cccc(C(F)(F)F)c1 (configuration not stated),-0.3,109.2,-8.1,-9.7,-4.4,8.2,-4.2,0.87,103.6,8.1
N#C/C(=C\c1ccc(-c2ccc(S(=O)(=O)N3CCOCC3)cc2)o1)C(=O)NC1CC1,-0.2,87.5,7.4,21.5,-5.7,13.0*,-5.6,0.32,105.2,-7.4
O=C(c1ccc(S(=O)(=O)NCc2ccco2)cc1)N1CCN(Cc2ccc3c(c2)OCO3)CC1,-0.4,90.9,-3.9,13.2,7.9,1.2,-6.4,1.12,91.3,3.9
COc1ccccc1N1CCN(/N=C/c2ccc(O)c(O)c2)CC1,-0.2,94.8,1.1,8.4,-7.0,-0.5,32.2,2.15,105.0,-1.1
